Screening results from PubChem BioAssay.
Nrf2 activator – activates Nrf2 signaling | AREc32 ARE-luciferase reporter (MCF7-derived line), luminescence, 24 h | hit rate 0.31% among 410,000 | AID 624171 | Potency, µM (highest dose often 46.1 µM), without a hit: top-dose activation, most hits filed as activators; note: potency is the fitted concentration of half-maximal effect; % of control where 0% means no effect; nearly all actives have a fitted effect of over 65% in size
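AREc32 cells carrying an ARE-driven firefly luciferase, 1000 cells/well in OPTI-MEM with 5% FBS, dosed after overnight attachment and incubated 24 hr at 37 deg C. Steady-Glo luminescence read after 30 min at RT.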
ATXN2 expr inh – reduces ATXN2 reporter expression in HEK-293 cells. HEK-293 ATXN2-luciferase reporter, luminescence, 24 h. Potency, µM (titrated, usually from 57 µM), without a hit: at the highest dose activity change, negative = inhibition, most hits filed as inhibitors. hit rate 0.72% among 360,000; note: potency is the fitted concentration of half-maximal effect; % is set by controls: 0 for no effect and ±100 for the full control effect; nearly all actives have a fitted effect of over 55% in size
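ATXN2-luciferase reporter cells (luciferase flanked by upstream and downstream ATXN2 gene portions) were treated 24 h at 37 °C with compounds at up to 57 uM. SteadyGlo luminescence gave expression; GF-AFC fluorescence gave viability.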
IL1B secr inh – blocks inflammasome-driven IL-1 beta release. THP-1 LPS/ATP IL-1B secretion, AlphaLISA, 16 h; stronger effect = lower value. activity change, % at 57.5 µM. hit rate 4.7% among 360,000; in the data active = activity change below about -50%; inconclusive = mostly about -30% to -49%; note: % is set by controls: 0 for no effect and ±100 for the full control effect
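THP-1 cells pretreated 1 hr with compounds (up to 57.5 uM final), then stimulated with LPS (250 ng/mL final) plus ATP (1.25 mM final); secreted IL-1B measured by AlphaLISA after 16 hr, decreased signal indicating inhibition.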
A549 viability – counter-screen for Nrf2 inhibitors: cytotoxicity in A549 cells; AID 504648; Potency, µM (top dose mostly 46 µM), without a hit: top-dose activity change, negative = cytotoxicity, usual class: inhibitors; hit rate 0.16% among 390,000; A549 ARE-Fluc cells, CellTiter-Fluor viability, 18-24 h; note: potency is the fitted concentration of half-maximal effect; % is set by controls: 0 for no effect and ±100 for the full control effect
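A549 ARE_Fluc cells in 5% FBS OPTI-MEM were exposed to compounds in concentration-response for 18-24 h at 37 deg C. Viability was read by CellTiter-Fluor fluorescence (Ex 405/Em 525) after 30 min, before the luciferase read.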
TGFb inhibitor – TGF-b pathway inhibition. HepG2 CAGA-GFP TGF-b/SMAD3 reporter, GFP fluorescence, 18 h; TGF-beta stimulated, 500 pg/mL final. AID 588855. Potency, µM (titrated, usually from 46.1 µM), for the others: top-dose activity, negative = inhibition, usual class: inhibitors. hit rate 1.2% among 410,000; note: potency is the fitted concentration of half-maximal effect; % is set by controls: 0 for no effect and ±100 for the full control effect; nearly all actives have a fitted effect of over 65% in size
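TGF-beta reporter screen: HEPG2 CAGA-GFP, 1% FBS, 500 pg/mL TGF-beta final, 18 h; per-cell GFP summed per well; curves fitted and categorized by class.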
HepG2 tox – counter-screen for TGF-b inhibitors: cytotoxicity in HepG2 cells; HepG2 CAGA-GFP viability, ATP luminescence, 18 h; Potency, µM (doses to about 46.1 µM), without a hit: top-dose activity change, negative = cytotoxicity, actives largely listed as cytotoxic; hit rate 0.76% among 410,000; note: potency is the fitted concentration of half-maximal effect; some results filed as inactive show a strong effect at the top dose
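HepG2 CAGA-GFP cells (1000/well, DMEM with 1% FBS) received compound, then TGF-beta at 500 pg/mL final, and were incubated 18 hours at 37 degrees C. Viability was read by CellTiter-Glo luminescence. Media-only wells were set as complete cell-killing and DMSO as no toxicity.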
ATXN viability – viability counter-screen for ATXN expression inhibitors. S2 cells (HEK-293 line with an ATXN2-luciferase reporter) viability, CellTiter-Fluor protease fluorescence, 24 h. hit rate 0.49% among 400,000. Potency, µM (titrated, usually from 56.7 µM), usual class: cytotoxic; note: potency is the fitted concentration of half-maximal effect; nearly all actives have a fitted effect of over 40% in size
MCF10A rereplic – DNA re-replication induction in MCF 10a cells; MCF 10A DNA re-replication, Hoechst nuclear intensity, 48 h; Potency, µM (series often up to 46.1 µM), without a hit: at the highest dose activity, positive = re-replication, actives largely listed as activators; hit rate 2.9% among 350,000; note: potency is the fitted concentration of half-maximal effect; % of control where 0% means no effect; nearly all actives have a fitted effect of over 50% in size
Nrf2 block – Nrf2 pathway inhibition; hit rate 2.1% among 360,000; A549 ARE-Fluc reporter, luciferase luminescence, 18-24 h; AID 504444; Potency, µM (highest dose often 46 µM), for inactives: top-dose activity change, negative = inhibition, actives largely listed as inhibitors; note: potency is the fitted concentration of half-maximal effect; % is set by controls: 0 for no effect and ±100 for the full control effect; nearly all actives have a fitted effect of over 60% in size
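A549 ARE_Fluc cells (5000/well, 5% FBS OPTI-MEM) pre-incubated 2 h, then treated with compounds 18-24 h at 37C/5% CO2 in concentration-response. CellTiter-Fluor viability read first; BugLite luciferase luminescence after 15 min at room temperature gives Nrf2 activity.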
* marks the source's active call; other numbers are inactive results; i = inactive; ? = inconclusive; · = no result given; [ ] = another dose, or the depositor's remark. Unless noted, calls come from the whole dose curve; as a rule, active = well fitted curve in the direction sought with a large enough effect; inconclusive = small, poorly fitted or top-dose-only effect, or another doubt; inactive = no such curve, though single readings can be large; an effect the other way counts as inactive or inconclusive.

The line under a structure holds: Nrf2 activator	TGFb inhibitor	ATXN viability	MCF10A rereplic	ATXN2 expr inh	Nrf2 block	HepG2 tox	IL1B secr inh	A549 viability
1) CSc1nc2c(ccc3ccccc32)o1
 : 2.3%	-3%	i	12%	13%	7%	-21%	7	3%
2) CCCP(=O)(CCC)CCP(=O)(c1ccccc1)c1ccccc1
 : 0.1%	19%	i	-8%	1%	0%	15%	17	1%
3) CCN(CC)CCCNC(=O)c1oc2ccc3c(c2c1C)C(O)CC(C)(C)O3 (stereo not given)
 : -0.6%	-1%	i	6%	3%	3%	-20%	-9	4%
4) COc1cc2oc(=O)cc(CN3CCN(c4ccc(Cl)c(Cl)c4)CC3)c2cc1Cl
 : -0.6%	-2%	i	·	11%	·	-1%	25	·
5) O=C(Nc1ccccc1)OC1CCS(=O)(=O)C1 (stereo not given)
 : 0.6%	-11%	i	-66%[inhibitor]	-5%	4%	-4%	0	-2%
6) COc1ccccc1N1CCN(C(=O)C(=O)c2cn(CC(=O)N3CCCC3)c3ccccc23)CC1
 : -0.1%	0%	i	-1%	-15%	-8%	-12%	-12	0%
7) O=C(CN1C(=O)S/C(=C\c2cccs2)C1=O)Nc1ccc(O)cc1C(=O)O
 : 3.3%	-9%	i	17%	-5%	0%	-9%	?	-10%
8) CCN(CC(=O)Nc1c(F)cccc1F)C(=O)c1cc([N+](=O)[O-])ccc1N1CCCCC1
 : -1.1%	?	?	3%	-8%	?	-2%	-13	-4%
9) C#CCn1c(/C=C/c2ccc(Cl)cc2)nc2ccccc21
 : 7.3%	-23%	?	·	81%[activator]	?	-64%	·	-6%
10) COc1ccc(C(=O)N(Cc2nc(-c3ccc(C)cc3)no2)C2CCCCC2)cc1OC
 : 0.1%	?	i	19%	-12%	?	-28%	-67*	?
11) Cc1nc2ccc(S(=O)(=O)CCC(=O)Nc3ccc(C(C)C)cc3)cc2s1
 : 0.4%	?	·	·	·	3%	-17%	·	9%
12) Cc1ccc(-n2c(C)nc3c(cnn3-c3ccccc3Cl)c2=O)cc1C
 : -0.7%	0%	?	0%	5%	1%	-29%	12	-5%
13) Cc1ccc2nc(-c3ccc(Cl)cc3)c(Cc3cccc(Cl)c3)n2c1
 : 11%	·	28µM*	·	?	·	·	-12	·
14) C/C(=N\NC(=O)c1c(Cl)cnn1C)c1ccc(NC(=O)c2ccncc2)cc1
 : 0.3%	4%	i	12%	-22%	-22%	10µM*	15	1%
15) O=C(c1ccc(S(=O)(=O)N2CCC(c3nc4ccccc4[nH]3)CC2)cc1)N1CCOCC1
 : -0.1%	-3%	i	-11%	3%	-5%	-1%	-20	-2%
16) Nc1nc(SCc2c(Cl)cccc2Cl)n[nH]1
 : -0.5%	-1%	i	4%	-10%	-21%	-18%	-15	-7%
17) CC1=C(C(=O)OC(C)C)C(c2ccc3c(c2)OCO3)NC(=O)N1 (stereo not given)
 : 0.0%[9.22 µM]	-1%	i	-9%	5%	8%	4%	1	4%
18) CCOc1ccc(-c2cc(CCCC(=O)N3CCN(c4ccc(OC)cc4)CC3)no2)cc1
 : -1.0%	-9%	i	-3%	-37%	?	-20%	1	12%
19) CCc1sc(C(=O)NCCc2ccc(S(N)(=O)=O)cc2)cc1C
 : 3.3%	2%	i	11%	-29%	?	-8%	-2	1%
20) O=C(Nc1cc(S(=O)(=O)N2CCOCC2)ccc1N1CCCC1)c1cc(F)c(F)cc1Cl
 : -0.1%	?	i	-1%	-9%	11%	-1%	5	0%
21) Cc1ccc(CNC(=O)CCc2ccccc2)cc1
 : -0.5%	-9%	i	-1%	24%	2%	11%	14	0%
22) CCN(CC)C1CCS(=O)(=O)C1 (stereo not given)
 : -1.4%	1%	i	-1%	5%	11%	-2%	0	8%
23) COCCCNC(=O)C1CCCN(S(=O)(=O)c2ccc(C)cc2)C1 (stereo not given)
 : 0.3%	?	i	1%	2%	-9%	-1%	25	-3%
24) O=C(Nc1ccc(F)cc1F)c1ccc2c(c1)[nH]c(=O)n2Cc1ccc(F)cc1
 : -0.8%	-24%	?	5.8µM*	-3%	?	-27%	23	1%
25) CC(C(=O)Nc1ccon1)N1C(=O)c2ccccc2S1(=O)=O (stereo not given)
 : -0.3%	13%	i	-3%	-1%	2%	0%	11	-4%
26) NN(CCO)C(=S)Nc1ccc(Cl)cc1
 : 1.5%	3%	i	1%	2%	-4%	4%	-1	1%
27) O=C(NCCCCC(NC(=O)C1CCCCC1)C(=O)O)c1ccccc1 (stereo not given)
 : -0.5%	-2%	i	16%	1%	-23%	-21%	20	2%[1.84 µM]
28) CCOC(=O)C1(CCCc2ccccc2)CCN(Cc2ccn[nH]2)CC1
 : 0.1%	-1%	i	8%	-20%	29%	-15%	-15	0%
29) Cc1ccc(NCc2cccn2-c2nnc(N3CCC(C(=O)NCCc4ccc(Cl)cc4)CC3)s2)cc1
 : -1.7%	·	·	·	·	?	-25%	·	-5%
30) CC(=O)c1ccc(-c2ccccc2OC(F)(F)F)o1
 : -0.1%	7%	i	3%	·	0%	-2%	0	-1%

Whole records as entered above. Order of values: Nrf2 activator | TGFb inhibitor | ATXN viability | MCF10A rereplic | ATXN2 expr inh | Nrf2 block | HepG2 tox | IL1B secr inh | A549 viability
Profile of CCOc1ccc(-c2cc(CCCC(=O)N3CCN(c4ccc(OC)cc4)CC3)no2)cc1 : -1.0% | -9% | i | -3% | -37% | ? | -20% | 1 | 12%
Profile of Cc1ccc(CNC(=O)CCc2ccccc2)cc1 : -0.5% | -9% | i | -1% | 24% | 2% | 11% | 14 | 0%

More structures.
The line under a structure holds: Nrf2 activator	TGFb inhibitor	ATXN viability	MCF10A rereplic	ATXN2 expr inh	Nrf2 block	HepG2 tox	IL1B secr inh	A549 viability
31) O=C(CC(SCc1ccco1)c1ccc(O)cc1)c1cccs1 (stereo not given)
 : ?	-33%	i	?	32%[activator]	2%	-35%	-52*	?
32) Cc1ccc(N2C(=O)CC(Sc3ccccc3C(=O)O)C2=O)cc1 (stereo not given)
 : 5.9%	-14%	i	-6%	-18%	-2%	-5%	0	3%
33) CCCc1nn(C)c(C(=O)Nc2cccc(C)c2)c1Cl
 : 8.6%	-15%	i	9%	31%	?	21%	8	6%
34) CCOc1ccc(/C=N/NC(=O)C(C)N(c2ccc(OC)cc2)S(C)(=O)=O)cc1OCC (stereo not given)
 : 0.5%	-21%	i	0%	·	4%	-10%	-2	9%
35) CCc1ccc2occ(CC(=O)N(Cc3ccc(N(C)C)cc3)C3CCS(=O)(=O)C3)c2c1 (stereo not given)
 : 4.7%	?	?	·	2%	-10%	-30%	·	-4%
36) CC(=O)C1=C(C)NC(SCSc2ccccc2)=C(C#N)C1c1cccnc1 (stereo not given)
 : 3.0%	-9%	i	22%	-19%	-6%	-10%	3	-12%[1.84 µM]
37) CC(=O)c1[nH]c(C)c(C(=O)N2CCCC(Nc3cccc(F)c3)C2)c1C (stereo not given)
 : -0.2%	-12%	i	0%	3%	1%	6%	15	-7%
38) Cn1c(-c2cccc(Br)c2)cnc1NCc1ccccc1O
 : 1.6%	-14%	i	16%	-2%	3%	-40%	-69*	2%
39) CN(C(=O)COC(=O)c1ccc2c(c1)OCO2)C1CCS(=O)(=O)C1 (stereo not given)
 : -1.6%	18%	i	2%	-5%	-12%	-2%	2	-1%
40) COc1ccc(CN2CCN(Cc3ccc(C)cc3)CC2)c(OC)c1
 : -0.2%	?	i	?	-14%	19%	-25%	4	-2%
41) CC(C)(C)NC(=O)N1CCCC(C(=O)c2cccc(Cl)c2)C1 (stereo not given)
 : 0.2%	-10%	i	4%	-10%	-18%	-5%	0	1%
42) Cc1onc(-c2ccccc2)c1C(=O)NCC1CCN(C(=O)c2c(-c3ccccc3)noc2C)CC1
 : -0.6%	0%	i	-4%	-8%	2%	12%	7	-5%
43) Cc1ccc(CN2CCN(C3CSCCSC3)CC2CCO)cc1 (stereo not given)
 : 0.1%	-11%	i	8%	-9%	1%	1%	12	1%
44) O=C(C1CCC(CNc2c(N3CCCC3)c(=O)c2=O)CC1)N1CCc2ccccc21 (stereo not given)
 : 1.6%	?	i	10%	·	-23%	7%	-2	7%
45) O=c1c2ccccc2n2c(-c3ccc(C(F)(F)F)cc3)nnc2n1Cc1ccccc1
 : 0.0%	-3%	i	4%	-4%	9%	3%	3	0%
46) CCn1c(SCC(=O)N2CCCC2)nnc1-c1ccc(S(=O)(=O)N2CCCCCC2)cc1
 : 0.1%	7%	?	?	-1%	4%	1%	-5	-1%
47) CCCCN(CC)C(=O)Cn1ncc2c1-c1cc(C)ccc1OC2
 : 0.5%	-9%	?	3%	-13%	-3%	-4%	-9	-2%
48) CCCOc1ccccc1C(=O)Nc1ccc(-c2nc3ccc(C)cc3s2)cc1
 : 2.8%	6%	i	·	94%[activator]	?	6%	·	-2%
49) Cc1cc(C)n(-c2ccc(Cl)c(C(=O)Nc3ccc(-c4nnc5n4CCCCC5)cc3)n2)n1
 : -0.5%	-18%	i	-7%	5%	-12%	4%	-12	-5%
50) Cc1cc(=O)n2[nH]c(-c3ccc(F)cc3)nc2n1
 : 0.1%	-1%	i	-4%	6%	-11%	-45%	11	1%
51) O=C(Nc1ccsc1C(=O)N1CCCC1)c1ccccc1
 : -1.1%	-2%	i	2%	3%	-3%	-4%	-7	2%
52) Cc1ccsc1/C=N/Nc1ccc(C(=O)O)cc1
 : -3.7%	3%	i	5%	·	?	-2%	4	-1%
53) Cc1cccc2c1-c1sc(C(=O)N3CCCCC3)cc1CO2
 : 0.1%	-4%	i	24%	42%[activator]	?	0%	-28	6%
54) COc1c(C)cc(C(=O)C2CCCN(C(=O)c3cc(C4CC4)[nH]n3)C2)cc1C (stereo not given)
 : 3.0%	-5%	i	-6%	-20%	-4%	-5%	0	2%
55) COc1cc(C(=O)OC(C)C(=O)Nc2ccc3c(c2)OCCO3)cc(OC)c1OC (stereo not given)
 : 0.8%	-4%	?	?	-7%	-18%	3%	17	-9%
